Assay outcomes deposited in PubChem BioAssay by several laboratories.
Wnt act: Wnt/beta-catenin pathway activators, primary screen, cell-based, plate reader, single point; Wnt/beta-catenin reporter cell assay, activator; activation, % at 9.35 µM; 1.2% of 300,000 active; AID 743398, 2014; in the data active means activation above about 30%, passing the limit was not always enough; inconclusive means no clear call, values can overlap the other calls;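 further: 0% = neutral control wells and 100% = positive control wells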
Rtt109 Vps75: inhibitors of C. albicans Rtt109/Vps75 HAT, primary screen, biochemical, ThioGlo CoA-SH fluorescence, plate reader. Histone acetyltransferase RTT109 (Candida albicans (strain SC5314 / ATCC MYA-2876)), …. AID 540336, 2011. inhibition, % at 34.9 µM. purified Rtt109/Vps75, 4 h. 0.16% of 330,000 active;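 active means inhibition of at least 50% in every replicate; inconclusive means best replicate reaches 50% inhibition but some replicates fall short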
Target sequence (Q5AAJ8 whole entry, looked up): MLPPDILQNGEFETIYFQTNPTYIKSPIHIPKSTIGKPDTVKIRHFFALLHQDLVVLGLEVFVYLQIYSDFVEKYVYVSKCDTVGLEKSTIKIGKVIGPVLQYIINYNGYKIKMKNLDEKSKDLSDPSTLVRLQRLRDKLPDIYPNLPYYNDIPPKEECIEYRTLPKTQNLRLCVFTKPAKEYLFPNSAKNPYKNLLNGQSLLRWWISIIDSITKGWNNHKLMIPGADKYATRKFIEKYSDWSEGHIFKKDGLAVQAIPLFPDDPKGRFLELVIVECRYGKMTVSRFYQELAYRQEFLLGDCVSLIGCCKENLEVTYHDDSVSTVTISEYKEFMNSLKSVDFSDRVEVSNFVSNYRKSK
PfHsp90 set2: growth inhibition of PfHsp90-expressing yeast, primary screen, antimalarial PfHsp90 inhibitor project, S. cerevisiae, BacTiter-Glo luminescence, single point, set 2; BacTiter-Glo ATP, 48 h; yeast lacking PDR1 and PDR3 efflux regulators; AID 504621, 2011; 0.32% of 310,000 active; inhibition, % at 9.4 µM;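 active means every replicate shows inhibition above about 80%, whatever the replicate mean, limit read from the data; inconclusive means mean inhibition reaches the set limit but some replicate falls short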;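 further: 0% = DMSO neutral controls and 100% = 20 µM radicicol positive controls; yeast relying on Plasmodium falciparum Hsp90 in place of its own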
PvdQ acylase: P. aeruginosa PvdQ acylase inhibitors, primary screen, biochemical, fluorescence, plate reader and imaging, single point; inhibition, % at 10 µM; PvdQ acylase [Pseudomonas aeruginosa LESB58]; purified PvdQ acylase; 0.063% of 340,000 active; in the data active means inhibition above about 30%, passing the limit was not always enough; inconclusive means no clear call, values can overlap the other calls;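 further: 0% = vehicle neutral wells and 100% = reference inhibitor wells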
DAGLB inhibitor: DAGLB lipase inhibitors, primary screen, biochemical, fluorescence, HTS; HEK293T DAGLB membrane lysate, EnzChek fluorogenic substrate; inhibition, % at 5.17 µM; 0.059% of 340,000 active; Diacylglycerol lipase-beta (Homo sapiens), Q8NCG7; AID 504411, 2011; in the data active means inhibition above about 34%;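 further: 0% = enzyme with vehicle and 100% = wells lacking enzyme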
Target sequence (Q8NCG7 whole entry, looked up): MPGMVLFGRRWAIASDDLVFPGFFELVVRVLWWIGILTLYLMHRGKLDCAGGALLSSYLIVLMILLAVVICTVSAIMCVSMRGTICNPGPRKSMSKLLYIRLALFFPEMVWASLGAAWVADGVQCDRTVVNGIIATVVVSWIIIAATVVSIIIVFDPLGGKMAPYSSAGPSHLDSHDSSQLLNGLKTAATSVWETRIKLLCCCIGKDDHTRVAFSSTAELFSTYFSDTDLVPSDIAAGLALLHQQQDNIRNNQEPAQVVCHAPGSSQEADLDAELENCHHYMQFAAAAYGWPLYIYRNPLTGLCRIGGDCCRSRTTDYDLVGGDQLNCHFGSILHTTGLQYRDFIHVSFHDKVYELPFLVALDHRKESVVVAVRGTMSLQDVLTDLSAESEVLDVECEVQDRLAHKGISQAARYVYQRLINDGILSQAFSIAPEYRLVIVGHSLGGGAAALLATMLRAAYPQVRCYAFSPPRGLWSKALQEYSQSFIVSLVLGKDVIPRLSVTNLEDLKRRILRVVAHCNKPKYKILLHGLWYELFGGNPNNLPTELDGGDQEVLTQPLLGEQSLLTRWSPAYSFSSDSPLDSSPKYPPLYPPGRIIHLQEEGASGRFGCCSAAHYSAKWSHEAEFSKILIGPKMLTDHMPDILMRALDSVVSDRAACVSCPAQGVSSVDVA
phage Ecoli inh: growth loss of phage-infected E. coli, primary screen, RecBCD inhibitor project, absorbance, with phage, HTS | inhibition, % at 11.9 µM | 0.26% of 360,000 active | AID 651602, 2012; in the data active means inhibition above about 11%
E coli growth: E. coli V3065 growth inhibition, primary screen, counter-screen for AddAB inhibitor project, absorbance, OD600; 18 h; inhibition, % at 11.9 µM; 0.27% of 330,000 active; AID 449728, 2010;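 active means inhibition above the campaign's mean inhibition across all tested compounds plus 3 SD, cut at about 9.9% in these data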;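 further: uninfected addAB+ strain grown without phage in ampicillin broth; 0% = DMSO wells and 100% = ciprofloxacin 0.95 µg/ml wells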
CAL PDZ FP: CAL PDZ peptide-binding inhibitors, primary screen, biochemical, fluorescence polarization, Cer-tagged CAL PDZ, HTS; purified CAL PDZ, TMR-peptide fluorescence polarization, 1 h; AID 504414, 2011; Golgi-associated PDZ and coiled-coil motif-containing protein (Homo sapiens), Q9HD26; 0.02% of 330,000 active; inhibition, % at 20 µM;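 active means highest replicate inhibition of at least 40%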;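 further: plate controls were DMSO neutral control wells for no effect and unlabeled competitor peptide control wells for full effect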
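material = purified tagged CAL PDZ domain construct (CerCALP) | compound dosing = 20 µM, one dose | times = 1 h at RT | measured by = fluorescence polarization from S- and P-plane intensities, G-factor corrected | read-out = inhibition from polarization loss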
Tat transport: E. coli Tat export inhibitors, primary screen, MC4100, TorA-mCherry reporter, fluorescence, single point; 0.036% of 340,000 active; inhibition, % at 10 µM;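 active means mean replicate inhibition at least 50% and at least half of replicates individually reaching 50%; inconclusive means only one of the two criteria met; inactive means neither criterion met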;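 further: exported cargo escapes ClpAP degradation while cytoplasmic cargo is degraded and loses fluorescence; 0% = median of neutral control wells and 100% = median of NaSCN control wells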
AddAB inh: growth inhibition of E. coli expressing H. pylori AddAB, primary screen, AddAB inhibitor project, absorbance. inhibition, % at 11.9 µM. 0.29% of 330,000 active. AID 435030, 2010; in the data active means inhibition above about 12%;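 further: 0% = vehicle wells of infected cells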
* = called active by the depositor; ? = inconclusive; / = not tested or not shown.

Every second line gives: Wnt act, Rtt109 Vps75, PfHsp90 set2, PvdQ acylase, DAGLB inhibitor, phage Ecoli inh, E coli growth, CAL PDZ FP, Tat transport, AddAB inh
1) Cc1cc(C)n(S(=O)(=O)c2ccccc2[N+](=O)[O-])n1
→ -1, -2, -6, 6, -5, 3.0, -0.9, -0.9, 0, 2.6
2) Cc1ccc(NC(=O)CNc2cccc(S(=O)(=O)N3CCOCC3)c2)cc1F
→ -2, -9, /, -15, -3, 0.6, -2.1, -2.7, 5, 0.8
3) C/C(=N\O)C(C)(C)Nc1ccc(F)cc1
→ 0, -1, 0, -26, 1, -0.8, -1.8, 1.5, -3, 4.7
4) O=C(COC(=O)CCc1nc2ccccc2c(=O)[nH]1)Nc1ccccc1OC(F)F
→ 5, 15, 17, 7, -3, 2.0, 0.3, 0.3, -4, 2.2
5) COc1ccc(NC(=O)NCCCN2CCC(Cc3ccccc3)CC2)cc1
→ 23, -8, 14, -8, -5, 5.5, 1.1, -0.8, 5, 1.4
6) O=[N+]([O-])c1ccc(NN=CCCc2ccccc2)nc1
→ 1, -8, 10, 14, -7, 2.8, /, 0.2, -4, /
7) Nc1c([N+](=O)[O-])c(=O)oc2ccccc12
→ 0, 1, 25, -11, 0, 2.7, -0.5, -0.2, 2, -0.8
8) Cc1ccc(C(=O)NCC(c2cccs2)N(C)C)cc1S(=O)(=O)N1CCOCC1 (stereo not drawn)
→ 4, -3, -11, -7, -2, 3.3, -0.2, -0.9, 1, 0.7
9) CCOC(=O)N1CCN(C(=O)CSc2ccc(-c3ccc(OC)cc3)nn2)CC1
→ 4, 3, /, 7, -2, 2.0, 0.7, -0.5, 1, 1.6
10) COc1ccc2cc3cc(C(=O)N4CCCCC4C)oc3nc2c1 (stereo not drawn)
→ 1, 11, 4, 13, -1, 1.7, 0.2, -4.0, 4, 5.1
11) COc1cc(OC)cc(-c2nc(-c3ccccc3)no2)c1
→ -2, -6, 1, 4, -1, 3.6, -0.8, -0.7, -5, 0.2
12) NC(=O)CC[C@@H]1NC(=O)[C@H](Cc2ccc(O)cc2)NC(=O)c2cc([N+](=O)[O-])cc(F)c2OCC[C@@H](C(N)=O)NC1=O
→ 0, 15, 4, -7, 0, 2.6, -0.1, -1.5, 1, -0.8
13) CC(CN1CCC(n2nccc2NC(=O)c2ccccc2Cl)CC1)c1ccccc1 (stereo not drawn)
→ 0, -1, -7, -15, 0, 3.1, -1.2, -5.8, -3, 0.7
14) COc1ccc(CCNC(=O)c2cc(S(=O)(=O)N3CCCCCC3)ccc2OC)cc1OC
→ -4, 1, -7, -8, -1, 2.1, /, -0.9, 4, /
15) Cc1cc(S(=O)(=O)Nc2nc(CN3CCOCC3)nc3sc4c(c23)CCCC4)ccc1F
→ 0, 2, -8, -10, 2, 1.8, -2.9, -1.2, 5, 0.2
16) Cc1ccc(NC(=O)[C@H](C)NC(=O)C2CCN(C(=O)[C@H](CC(C)C)NC(=O)OC(C)(C)C)CC2)cc1
→ 0, 5, -13, 10, -3, 1.1, 0.1, 0.1, 6, -0.3
17) CC(C)n1nnc2c(=O)oc3ccccc3c21
→ /, 4, 14, 1, -2, -1.3, 1.0, -2.1, -3, 2.7
18) CSCC[C@H](NC(=O)OC(C)(C)C)C(=O)N/N=C/c1cccc2cccnc12
→ -4, 14, 19, 14, 2, 1.8, 0.6, -0.8, 3, 5.2
19) COc1ccccc1N1CCN(c2ccc([N+](=O)[O-])cc2Cl)CC1
→ /, 0, -10, 8, -7, -0.4, 1.1, -1.0, -1, -0.2
20) Cn1nnnc1SCCNCC#Cc1ccccc1
→ /, 12, /, 1, 1, 2.7, 1.7, -1.4, 6, -12
21) c1c[nH]c(CN2CCN(Cc3ncc[nH]3)CC2)n1
→ 3, 1, 6, -9, -3, 2.1, /, 0.4, -10, /
22) Cc1occc1-c1nnc(SCC(=O)Nc2ccc(F)cc2)n1Cc1ccccc1
→ -11, 10, 0, 7, 1, 2.5, -2.9, -2.8, 2, 0.7
23) Cc1cc(C)nc(SCc2nc3ncccn3c2Br)n1
→ /, -21, 14, -19, -4, 4.1, -1.6, -0.5, -4, 0.0
24) CC1(C)Oc2ccc3ccc(=O)oc3c2-c2cnoc21
→ -2, 8, -2, 10, -1, 1.5, 0.1, 0.1, -2, 2.8
25) Cc1ccc(-c2cc(C(=O)NN=C3CCCC3)c3ccccc3n2)cc1
→ -1, -6, -13, -22, -8, 2.9, -2.1, -1.9, 7, -0.8
26) Cc1ccc(-n2nc3c(=O)n(CC(=O)NCCc4ccco4)nc(C)c3c2C)cc1
→ 0, 2, -15, -18, -5, 0.8, 2.2, -2.3, 1, 2.2
27) CC(C)c1ccc(NC(=O)CCCN2C(=S)NC(C)(C)CC2C)cc1 (stereo not drawn)
→ 0, 26, /, -2, -3, 2.0, -0.8, -0.4, -14, 0.5
28) O=C(NCc1ccccc1)c1ccc(CS(=O)Cc2ccc(Cl)cc2)o1 (stereo not drawn)
→ 0, -2, 16, 7, 0, 0.5, 3.3, -1.2, -4, -0.3
29) CCOC(=O)C1CCN(C(=O)COC(=O)c2cc(-c3cccs3)nn2-c2ccccc2)CC1
→ 0, -1, -2, -4, 0, -2.5, 0.1, -2.9, 11, 0.0
30) Cc1cc(C)n2nc(CC(=O)NCc3ccccc3Cl)nc2n1
→ /, 0, 6, -6, 0, -0.3, 2.9, -0.1, -5, 1.8

Not a retest: entries from further up.
Every second line gives: Wnt act, Rtt109 Vps75, PfHsp90 set2, PvdQ acylase, DAGLB inhibitor, phage Ecoli inh, E coli growth, CAL PDZ FP, Tat transport, AddAB inh
16) Cc1ccc(NC(=O)[C@H](C)NC(=O)C2CCN(C(=O)[C@H](CC(C)C)NC(=O)OC(C)(C)C)CC2)cc1
→ 0, 5, -13, 10, -3, 1.1, 0.1, 0.1, 6, -0.3
17) CC(C)n1nnc2c(=O)oc3ccccc3c21
→ /, 4, 14, 1, -2, -1.3, 1.0, -2.1, -3, 2.7
18) CSCC[C@H](NC(=O)OC(C)(C)C)C(=O)N/N=C/c1cccc2cccnc12
→ -4, 14, 19, 14, 2, 1.8, 0.6, -0.8, 3, 5.2
19) COc1ccccc1N1CCN(c2ccc([N+](=O)[O-])cc2Cl)CC1
→ /, 0, -10, 8, -7, -0.4, 1.1, -1.0, -1, -0.2
20) Cn1nnnc1SCCNCC#Cc1ccccc1
→ /, 12, /, 1, 1, 2.7, 1.7, -1.4, 6, -12
21) c1c[nH]c(CN2CCN(Cc3ncc[nH]3)CC2)n1
→ 3, 1, 6, -9, -3, 2.1, /, 0.4, -10, /
22) Cc1occc1-c1nnc(SCC(=O)Nc2ccc(F)cc2)n1Cc1ccccc1
→ -11, 10, 0, 7, 1, 2.5, -2.9, -2.8, 2, 0.7
23) Cc1cc(C)nc(SCc2nc3ncccn3c2Br)n1
→ /, -21, 14, -19, -4, 4.1, -1.6, -0.5, -4, 0.0
24) CC1(C)Oc2ccc3ccc(=O)oc3c2-c2cnoc21
→ -2, 8, -2, 10, -1, 1.5, 0.1, 0.1, -2, 2.8
25) Cc1ccc(-c2cc(C(=O)NN=C3CCCC3)c3ccccc3n2)cc1
→ -1, -6, -13, -22, -8, 2.9, -2.1, -1.9, 7, -0.8

Remaining list, next part
Every second line gives: Wnt act, Rtt109 Vps75, PfHsp90 set2, PvdQ acylase, DAGLB inhibitor, phage Ecoli inh, E coli growth, CAL PDZ FP, Tat transport, AddAB inh
31) Cc1cc(NC(=O)COC(=O)CCNS(=O)(=O)c2c(Cl)cccc2Cl)no1
→ -1, -8, -2, -16, 2, 3.2, -3.9, -1.2, 6, 2.0
32) CCCn1nnnc1SCC(=O)N(C(C)C)C(C)C
→ -3, -10, 4, 4, -2, 0.8, 0.1, -0.8, 8, 2.7
33) O=C(c1ccc2c(c1)OCO2)N1CCN(c2ccc(Cl)cc2)CC1
→ /, /, 8, -1, -7, 2.6, 1.2, -2.2, 3, 2.3
34) CCOc1ccc([N+](=O)[O-])cc1CNC1CCCCCCC1
→ 0, -1, 6, -5, 1, 0.3, -0.4, -1.6, 3, 3.0
35) CC(C)Oc1ccc(C(=O)OCC(=O)NC2CCCCCC2)cc1
→ -3, -8, -6, -5, -9, -3.3, -0.2, 1.3, 19, 0.2
36) O=C(COC(=O)Cc1ccc(Cl)cc1)NCc1ccc2c(c1)OCO2
→ 11, 11, -1, 4, -2, 4.0, /, -2.2, 4, /
37) Cc1cc(C)c(-n2c(SCC(=O)N3CCOCC3)n[nH]c2=O)c(C)c1
→ 14, ?, -8, 14, -3, 2.9, -1.6, -0.3, -4, 2.3
38) CCOC(=O)CCc1c(C)nc2cc(-c3ccc(F)cc3)[nH]n2c1=O
→ /, -6, -1, -20, 0, 3.1, 1.6, 0.1, 0, 4.5
39) COc1ccc(CCNC(=O)COC(=O)Cn2cnc3ccccc3c2=O)cc1
→ -1, 28, 7, 1, 1, -0.1, 1.0, -0.1, 2, 1.5
40) COc1ccccc1CNC(=O)c1ccc(CS(=O)(=O)c2ccc(C)cc2)o1
→ -3, -10, -7, -8, 3, 4.9, -0.6, 0.1, -5, -0.6
41) COc1ccc(N2CCN(C(=O)CSc3nnc(COc4cccc5cccnc45)o3)CC2)cc1
→ -3, -8, 0, -5, -3, -0.4, -1.5, 0.0, 6, 0.4
42) COc1ccc(/C=N/NC(=O)c2cccnc2)cc1COc1ccc(NC(C)=O)cc1
→ 1, 8, 17, -10, 3, 4.7, -0.1, -4.0, 5, 0.2
43) CCOC(=O)C1CCCN(CC(=O)Nc2cc(C)cc(C)c2)C1 (stereo not drawn)
→ -3, 2, /, -6, -2, -0.2, 2.5, 0.2, 9, 0.0
44) Cn1ncc(SCc2ccccc2)c(Cl)c1=O
→ 3, -1, -27, -12, /, 2.7, -2.4, 0.1, -1, -2.8

Single records, from the list above. Values in the order: Wnt act | Rtt109 Vps75 | PfHsp90 set2 | PvdQ acylase | DAGLB inhibitor | phage Ecoli inh | E coli growth | CAL PDZ FP | Tat transport | AddAB inh
`Cn1ncc(SCc2ccccc2)c(Cl)c1=O` in the list: 3 | -1 | -27 | -12 | / | 2.7 | -2.4 | 0.1 | -1 | -2.8
`COc1ccc(CCNC(=O)COC(=O)Cn2cnc3ccccc3c2=O)cc1` in the list: -1 | 28 | 7 | 1 | 1 | -0.1 | 1.0 | -0.1 | 2 | 1.5
